NSD2 HMT inh – inhibitors of human histone methyltransferase NSD2. hit rate 0.54% among 310,000. inhibition, % at 12.5 µM. O96028. NSD2 peptide methylation, AlphaScreen, 120 min. AID 743445; in the data active = inhibition above about 50%
PfHsp90 yeast 2 – growth inhibition of yeast expressing Plasmodium Hsp90; S. cerevisiae expressing PfHsp90, BacTiter-Glo ATP, 48 h; yeast lacking PDR1 and PDR3 efflux regulators; inhibition, % at 9.4 µM; hit rate 0.32% among 310,000;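 active = every replicate shows inhibition above about 80%, whatever the replicate mean, limit read from the data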;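 also: 0% = DMSO neutral controls and 100% = 20 µM radicicol positive controls; yeast relying on Plasmodium falciparum Hsp90 in place of its own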
SR-BI HDL uptake – blocks mouse SR-BI lipid uptake from DiI-HDL; hit rate 0.96% among 320,000; inhibition, % at 12.5 µM; ldlA[mSR-BI] CHO cells, DiI-HDL uptake fluorescence, 3 h;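 active = mean replicate inhibition of at least 70% and a set share of replicates each scoring 70 or more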;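 also: 0% = median of neutral control wells and 100% = median of positive control wells; values of inactives mirror those of a sister screen read the other way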
Target sequence (Q61009 whole entry, looked up): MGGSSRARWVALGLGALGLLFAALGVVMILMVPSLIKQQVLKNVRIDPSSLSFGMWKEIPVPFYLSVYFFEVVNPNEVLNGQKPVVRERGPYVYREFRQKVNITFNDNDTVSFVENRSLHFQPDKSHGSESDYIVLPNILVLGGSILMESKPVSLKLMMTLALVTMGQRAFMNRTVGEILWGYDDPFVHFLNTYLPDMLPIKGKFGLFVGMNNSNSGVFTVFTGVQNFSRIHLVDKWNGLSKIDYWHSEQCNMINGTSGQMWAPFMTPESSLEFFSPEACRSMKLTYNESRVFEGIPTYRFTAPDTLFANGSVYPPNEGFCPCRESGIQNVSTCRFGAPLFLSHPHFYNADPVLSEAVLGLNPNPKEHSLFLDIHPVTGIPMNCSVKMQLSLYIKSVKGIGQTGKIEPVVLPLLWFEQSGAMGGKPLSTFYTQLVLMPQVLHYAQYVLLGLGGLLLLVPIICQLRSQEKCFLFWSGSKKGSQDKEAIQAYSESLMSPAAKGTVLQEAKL
dFosB act – enhances mouse delta FosB homodimer DNA binding | activation, % at 25 µM | AID 493131 | P13346 | hit rate 0.99% among 340,000 | purified delta FosB, TAMRA-CDK5 oligo fluorescence polarization; percent of positive-control signal above neutral wells;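 active = mean activation above about 17%, with every replicate also reaching it, limit read from the data, passing the limit was not always enough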;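 also: fluorescence polarization rise as delta FosB binds a TAMRA Cdk5 AP-1 oligo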
Target sequence (P13346 whole entry, looked up): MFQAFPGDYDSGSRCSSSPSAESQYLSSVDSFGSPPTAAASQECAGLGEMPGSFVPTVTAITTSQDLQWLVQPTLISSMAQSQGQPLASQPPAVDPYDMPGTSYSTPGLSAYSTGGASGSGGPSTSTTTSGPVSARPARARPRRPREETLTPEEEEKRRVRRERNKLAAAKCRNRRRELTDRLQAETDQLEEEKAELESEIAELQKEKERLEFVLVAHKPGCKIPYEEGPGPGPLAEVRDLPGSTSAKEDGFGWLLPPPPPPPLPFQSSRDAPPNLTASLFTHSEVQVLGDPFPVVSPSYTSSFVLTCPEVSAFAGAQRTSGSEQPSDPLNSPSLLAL
MITF act – activators of MITF-driven TRPM1 promoter activity in SK-MEL-5 cells; SK-MEL-5 TRPM1-promoter luciferase, 24 h; % of positive control, neutral wells = 0; activation, % at 12.5 µM; hit rate 0.75% among 300,000;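 active = mean activation of at least 80% with every replicate also reaching 80%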;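 also: 0% = neutral control wells and 100% = parthenolide positive control wells; values of inactives mirror those of a sister screen read the other way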
Rtt109 HAT inh – inhibitors of Candida albicans Rtt109/Vps75 histone acetyltransferase | AID 540336 | inhibition, % at 34.9 µM | purified Rtt109/Vps75, ThioGlo CoA-SH fluorescence, 4 h | hit rate 0.16% among 330,000 | Q5AAJ8;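 active = inhibition of at least 50% in every replicate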
SR-BI DiI-HDL act – activators of SR-BI mediated HDL lipid uptake | CHO ldlA[mSR-BI] cells, DiI-HDL uptake fluorescence, 3 h; 100 = double the neutral-control signal | activation, % at 12.5 µM | hit rate 0.096% among 320,000;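 active = mean replicate activation of at least 60% and every replicate at or above 60%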;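 also: 0% = median plate neutral-control signal and 100% = twice that signal; values of inactives mirror those of a sister screen read the other way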
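Assay system: LDL receptor-deficient CHO ldlA cells overexpressing murine SR-BI / Medium: BSA-supplemented, HEPES-buffered Ham's F12, pH 7.4 / Probe or stimulus: DiI-labelled HDL at 10 µg/mL final / Timing: compound with DiI-HDL co-incubation, 3 h at 37 °C / Technique: bottom-read cell fluorescence after medium removal, ex 550/em 595 nm / Measure: HDL uptake via cellular fluorescence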
CAL PDZ FP-1 – inhibitors of human CAL PDZ peptide binding; inhibition, % at 20 µM; Q9HD26; AID 504414; hit rate 0.02% among 330,000; purified CAL PDZ, TMR-peptide fluorescence polarization, 1 h;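 active = highest replicate inhibition of at least 40%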;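 also: plate controls were DMSO neutral control wells for no effect and unlabeled competitor peptide control wells for full effect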
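Material: tagged CAL PDZ protein CerCALP, purified; buffer or medium: sodium phosphate/NaCl buffer pH 7.4 with TCEP, IgG, Thesit; also added: fluorescent TMR peptide probe; schedule: 1 h incubation at room temperature before polarization reading; technique: fluorescence polarization from S- and P-plane intensities, G-factor corrected; control set: unlabelled peptide and DMSO controls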
PvdQ acylase – blocks Pseudomonas aeruginosa PvdQ acylase activity; purified PvdQ acylase, fluorescence plate reader; inhibition, % at 10 µM; hit rate 0.063% among 340,000; in the data active = inhibition above about 30%, passing the limit was not always enough;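 also: 0% = vehicle neutral wells and 100% = reference inhibitor wells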
CAL PDZ FP-2 – blocks peptide binding to the human CAL PDZ domain | hit rate 0.92% among 300,000 | inhibition, % at 24.9 µM | AID 602252 | purified CAL PDZ, TMR-peptide fluorescence polarization, 1 h | Q9HD26;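 active = mean inhibition of at least 30% with at least half of replicates also reaching 30%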;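 also: 0% = DMSO neutral control and 100% = excess unlabeled competitor peptide PRC23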
* marks the source's active call; other numbers are inactive results; nt = not tested or not shown. This is a subset; count on the stated rates, not on these rows.

SMILES	NSD2 HMT inh	PfHsp90 yeast 2	SR-BI HDL uptake	dFosB act	MITF act	Rtt109 HAT inh	SR-BI DiI-HDL act	CAL PDZ FP-1	PvdQ acylase	CAL PDZ FP-2
O=C(Nc1ccccc1OC(=O)N1CCOCC1)N1CCOCC1	14	0	-19	-4	14	nt	19	-2.0	-3	6
COc1ccc(OC)c2c1CCC1NCCOC21 (centres undefined)	20	-1	13	-7	-4	12	-13	0.1	-1	-5
O=C1NC(=O)N(c2ccc3c(c2)OCO3)C(=O)/C1=C\c1ccc(-c2ccccc2C(=O)O)o1	37	-6	0	-3	0	-5	0	-0.3	-8	-1
C[C@H](NC(=O)CCC(=O)N1C[C@H]2C[C@H](C1)c1cccc(=O)n1C2)c1ccccc1	nt	-10	-13	4	0	4	13	0.9	9	-1
CN1CCN(c2cc(N3CCCCCC3)c(F)cc2[N+](=O)[O-])CC1	25	14	28	1	-2	4	-28	0.0	22	-1
N#C/C(=C\c1ccc(O)cc1)C(=O)O	nt	30	-15	12	9	-4	15	-0.3	-9	21
CC(=O)N1CN2CN(C(C)=O)CC(C(=O)c3ccc(Br)cc3)(C2)C1	-2	-7	-24	0	-10	-13	24	0.1	1	-1
CCC(C(=O)N1CCC2(CC1)OCCO2)c1ccccc1 (centres undefined)	2	-9	1	-5	6	15	-1	-2.3	-1	-3
Cc1ccc(N2Cc3ccccc3C2=N)cc1[N+](=O)[O-]	-4	-11	-10	-2	0	-1	10	-2.0	-18	-5
CCCc1nc2ccccc2c(=O)n1-c1cccc(OC)c1	-2	16	-6	5	3	-6	6	-0.5	-4	-5
CCN(C(=O)COC(=O)Cc1ccccc1)c1c(N)n(Cc2ccccc2)c(=O)[nH]c1=O	0	nt	5	0	8	2	-5	-0.5	-10	-6
CN1C(=O)C(=Cc2ccccc2OCc2ccc(Cl)cc2)C(=O)N(C)C1=O	-2	8	2	-2	10	4	-2	-2.7	3	-5
COC(=O)C1=C(c2cccc(C#N)c2)C[C@@H]2CC[C@H]1N2C(=O)NC1CC1	nt	-11	-5	-7	7	2	5	0.0	-15	-3
COC(=O)C1=C(c2ccccc2)C[C@@H]2CC[C@H]1N2C(=O)NCCS(C)=O (some centres undefined)	nt	2	-12	5	-8	0	12	-1.2	11	-6
CCOC(=O)c1c(NS(=O)(=O)c2ccccc2)n(CCCOC)c2nc3ccccc3nc12	68*	3	-6	-5	5	-214	6	-0.3	-1	2
O=C1CN=C(c2ccccc2)c2cc(Br)ccc2N1Cc1cc(=O)n2ccccc2n1	1	3	-37	-8	0	11	37	-3.4	-5	-3
CN1C(=O)C(=Cc2ccc(Sc3ccccc3)o2)C(=O)N(C)C1=O	5	13	-1	-2	-1	-4	1	-3.4	-9	-4
CC[C@H](C)/C=C(C)/C=C/C1=CC2=C(Cl)C(=O)[C@@](C)(OC(C)=O)C(=O)C2=CO1	nt	106*	-11	-6	5	-21	11	20	-4	2
COC(=O)C1=C(c2ccc(F)cc2F)C[C@@H]2CC[C@H]1N2C(=O)NCCO	nt	-11	-8	1	11	-6	8	-0.3	-10	1
CCOC(=O)CSc1ccc(C(=O)N2CCC3(CC2)OCCO3)cc1[N+](=O)[O-]	-1	-4	4	-4	-11	0	-4	-0.1	7	-1
COc1ccc(-c2nc3ccccc3c(=O)n2-c2nccs2)cc1	-2	nt	22	-9	nt	nt	-22	-6.4	-7	1
C=C(C)C1(CCCC)C(=O)NC(=S)NC1=O	-3	-24	-1	0	-5	-1	1	-0.4	-15	-3
CC(=NC1CCN(Cc2ccccc2)CC1)c1c(O)n(C)c(=O)n(C)c1=O	0	30	-54	-13	6	0	54	-1.6	-15	-6
CCN(CCCl)Cc1ccccc1Br	nt	-11	1	-2	11	-20	-1	-1.0	-9	1
O=[N+]([O-])c1cc(O)c(O)c([N+](=O)[O-])c1	nt	4	9	0	-3	8	-9	0.0	-8	-2

(further entries)
SMILES	NSD2 HMT inh	PfHsp90 yeast 2	SR-BI HDL uptake	dFosB act	MITF act	Rtt109 HAT inh	SR-BI DiI-HDL act	CAL PDZ FP-1	PvdQ acylase	CAL PDZ FP-2
Cc1ccccc1CN1CCN(Cc2ccccc2)CC1	-1	5	-7	-3	5	10	7	-2.5	8	-5
COc1ccccc1-n1c(O)c(C=Nc2c(C)n(C)n(-c3ccccc3)c2=O)c(=O)[nH]c1=O	6	-4	-18	-9	-8	1	18	-1.1	-3	-3
O=c1c2ccccc2nc(CSc2ncnc3nc[nH]c23)n1-c1ccc(Cl)c(Cl)c1	0	10	3	1	-5	7	-3	0.8	-30	-3
CC(C)CN1CCN(Cc2cccc3c2OCO3)CC1CCO (centres undefined)	18	-34	-2	3	3	0	2	nt	-15	2
C[C@]12CCC3C(CC[C@H]4C[C@H](O)[C@H](O)C[C@]34C)C1CC[C@@H]2O (some centres undefined)	0	1	nt	-9	12	1	nt	-0.7	-15	-4
C#CCN(C)C(C)Cc1ccccc1 (centres undefined)	nt	4	-15	-4	2	2	22	-0.2	-10	-2
Cn1cc(C(=O)OCC(=O)NC2(C#N)CCCCC2)c2ccccc21	16	11	30	-2	-5	-1	-30	-2.2	-8	-3
CC1=C(C)CC2(CC1)C(=O)NC(=O)NC2=O	-2	-36	-18	2	-7	1	18	-0.6	-15	-4
Cc1ncc(CNC(=O)N(CCCl)N=O)c(N)n1	nt	15	-10	-3	-5	-2	10	0.1	-7	-2
COC(=O)C1=C(N)Oc2c(c(=O)oc3ccccc23)[C@]12C(=O)N(C)c1ccccc12	1	30	-21	-10	-13	-1	21	-1.6	-22	nt
CCS(=O)(=O)N1CCCC(C(=O)N2CCC3(CC2)OCCO3)C1 (centres undefined)	-2	8	-7	3	13	3	7	-0.4	-2	-3
CSc1ccccc1C(=O)C1CCCN(Cc2cccc(C)n2)C1 (centres undefined)	2	-11	-2	-5	8	-2	2	-0.9	-20	-2
c1ccc(C(OCCN2CCN(c3ncccn3)CC2)c2ccccc2)cc1	4	4	57	-9	nt	-8	-57	0.8	2	5
COc1ccc(C(=O)N2Cc3cnnn3-c3ccccc3C2C#N)cc1 (centres undefined)	nt	-1	0	1	10	-1	0	0.9	5	3
CN1CC=C(c2c[nH]c3ccccc23)CC1	nt	-13	-14	-4	nt	1	14	-0.2	1	-5
NCC(O)c1ccc(O)cc1 (centres undefined)	nt	11	7	1	-1	-3	0	1.3	-4	4
CC/C=C/CC(=O)N[C@@H](c1ccccc1)[C@@H](O)C(=O)O[C@H]1C[C@@]2(O)[C@@H](OC(=O)c3ccccc3)C3[C@](C)(C(=O)[C@H](OC(C)=O)C(=C1C)C2(C)C)[C@@H](O)C[C@H]1OC[C@@]31OC(C)=O (some centres undefined)	nt	-4	-27	1	nt	31	27	-0.2	-1	1
CCCCNC(=O)c1c(N)n(Cc2ccc3c(c2)OCO3)c2nc3ccccc3nc12	68*	25	-5	-5	-14	18	5	-0.4	2	-3
Cc1cc(OCC(=O)N2CCN(CC(=O)N3CCOCC3)CC2)c(C(C)C)cc1Cl	0	-8	23	-4	5	6	-23	-2.6	-5	2
COc1ccc(S(=O)(=O)NCc2ccc(C(=O)N3CCC4(CC3)OCCO4)cc2)cc1	nt	17	5	-2	2	7	-5	0.1	-2	nt
O=C(Cc1ccccc1)Oc1ccc(N2C(=O)CCC2=O)cc1	-2	-10	0	-5	3	0	0	-1.1	-13	0
Cc1c(C(=O)N2CCC3(CC2)OCCO3)sc2ncnc(N(C)c3ccccc3)c12	nt	-7	-14	-6	10	7	14	-1.6	-3	-2
CN1CC(C(=O)c2ccc([N+](=O)[O-])cc2)C(c2ccc(Cl)cc2)C1 (centres undefined)	26	7	7	-6	-13	1	-7	0.2	-6	-5
C[C@]12CCC3C(CCC4=C/C(=N/OCC(=O)NC(CCC(=O)O)C(=O)O)CC[C@@]43C)C1CCC2O (some centres undefined)	0	10	-14	-9	7	0	14	nt	-7	-3
COc1cccc(-c2nn(CCC#N)cc2C(=O)Nc2ccccc2Cl)c1	1	-4	6	-3	nt	-3	-6	-0.2	-10	-3

The list continues.
SMILES	NSD2 HMT inh	PfHsp90 yeast 2	SR-BI HDL uptake	dFosB act	MITF act	Rtt109 HAT inh	SR-BI DiI-HDL act	CAL PDZ FP-1	PvdQ acylase	CAL PDZ FP-2
CC(C)CNC(=O)c1c(N)n(Cc2ccco2)c2nc3ccccc3nc12	-21	12	-7	-10	-12	-1	7	0.5	-10	-2
CC(C)(C)C(=O)c1cn(CC(=O)NCc2ccco2)c2ccccc12	0	-20	11	-6	85*	21	-11	-1.3	-9	nt
Cc1ccc(-n2c(O)c(C=Nc3ccc(S(N)(=O)=O)cc3)c(=O)[nH]c2=O)cc1	-2	6	-10	-9	-16	-13	10	-0.4	-12	1
CCN1CCN(c2ccc(N)c(C)c2)CC1	27	1	9	9	-1	11	-9	1.8	8	-3
CC(=O)Nc1ccccc1C(=O)OCc1ccccc1F	-5	nt	3	0	13	-2	-3	-1.6	-7	6
c1cnc(N2CCNCC2)nc1	nt	10	-12	0	-4	13	12	0.4	12	1
Nc1c2c(nc3sc4c(c13)CCCCC4)CCCC2	1	-1	-19	-6	60	2	19	-0.6	-11	-11
CN1C(=O)C(=Cc2ccc(N3CCOCC3)o2)C(=O)N(C)C1=O	3	-13	-5	-2	8	-4	5	-2.5	-6	-4
CN1CCc2nc3sc(C#N)c(N)c3c(-c3cccs3)c2C1	12	0	6	-9	18	18	-6	-1.9	-7	nt
Cc1ccc2c(c1)N(C(=O)CCC(=O)N1CCC3(CC1)OCCO3)CC(C)O2 (centres undefined)	0	6	-5	4	-14	4	5	-1.7	1	-1
CCN(C(=O)CN1CC=C(c2ccccc2)CC1)c1c(N)n(Cc2ccccc2)c(=O)[nH]c1=O	3	1	8	1	5	6	-8	-2.2	10	-4
COc1ccc(CCNCc2sccc2C)cc1OC	9	13	-4	-7	9	-7	4	-1.5	-4	2
CN1C(=O)C(Cc2ccc(OCc3ccccc3)cc2)C(=O)N(C)C1=O	38	-19	-15	1	71	-9	15	0.1	-4	-7
CN1CCCC(C(=O)c2ccccc2)C1 (centres undefined)	-15	7	-21	-1	1	3	21	-0.5	-1	0
COc1ccc(CC2C(=O)NC(=O)NC2=O)c(OC)c1	-2	-47	2	6	-4	-6	-2	-3.2	-14	-2
Cc1ccc(/C=C2/C(=O)NC(=O)N(CC3CCCO3)C2=O)s1 (centres undefined)	2	-20	8	-3	2	nt	-8	-2.0	-16	-2
CC(C)(C)OC(=O)c1c(N)n(Cc2ccco2)c2nc3ccccc3nc12	-1	-55	11	-9	-7	-4	-11	-2.9	-1	0

Screening results deposited in PubChem by Broad Institute.
